High-throughput results as filed in PubChem BioAssay.
EBI2 block: antagonists of human EBI2 receptor; 360,000 compounds, 0.81% hits; inhibition, % at 5 µM; P32249; EBI2 beta-arrestin recruitment, luminescence, 7a,25-OHC stimulated; in the data active = inhibition above about 38%;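 also: enzyme fragment complementation signal reports receptor beta-arrestin coupling in cells; 0% = agonist plus DMSO wells and 100% = wells without agonist; some results beyond the cut were filed as inactive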
CXCR6 inh: inhibitors of human CXCR6 receptor; O00574; CHO-K1 PathHunter CXCR6 beta-arrestin, luminescence; inhibition, % at 20 µM; 360,000 compounds, 0.36% hits; in the data active = inhibition above about 34%, passing the limit was not always enough;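 also: antagonist mode with CXCL16 agonist at 10 nM final; 0% = 10 nM CXCL16 with DMSO and 100% = unstimulated wells without agonist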
Target sequence (O00574 whole entry, looked up): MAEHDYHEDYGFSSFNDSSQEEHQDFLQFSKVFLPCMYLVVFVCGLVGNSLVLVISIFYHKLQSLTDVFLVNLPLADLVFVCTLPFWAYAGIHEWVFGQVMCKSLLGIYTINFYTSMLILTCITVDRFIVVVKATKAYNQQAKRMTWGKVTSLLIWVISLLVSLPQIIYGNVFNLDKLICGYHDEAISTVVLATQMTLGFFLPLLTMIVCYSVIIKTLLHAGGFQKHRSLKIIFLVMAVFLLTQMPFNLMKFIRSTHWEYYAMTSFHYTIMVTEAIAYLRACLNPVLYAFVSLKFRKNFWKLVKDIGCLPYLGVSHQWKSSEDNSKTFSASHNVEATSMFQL
UBC13 polyUb: inhibitors of human UBC13 polyubiquitin chain formation. P61088. TR-FRET. inhibition, % at 20 µM. 330,000 compounds, 0.47% hits. AID 485273; in the data active = inhibition above about 45%, passing the limit was not always enough
Target sequence (P61088 whole entry, looked up): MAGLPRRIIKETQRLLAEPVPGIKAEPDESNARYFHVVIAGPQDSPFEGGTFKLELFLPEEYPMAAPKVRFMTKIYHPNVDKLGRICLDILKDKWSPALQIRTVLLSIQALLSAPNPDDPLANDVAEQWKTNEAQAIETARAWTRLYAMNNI
Jurkat NFkB inh: inhibitors of the PMA/ionomycin-induced NF-kB reporter in Jurkat cells; 330,000 compounds, 0.53% hits; inhibition, % at 4 µM; AID 435003; PMA/ionomycin-induced NF-kB luciferase reporter, luminescence; in the data active = inhibition above about 50%
Gli-Sufu antag: blocks Gli-Sufu signaling in a luciferase reporter | Sufu-KO-LIGHT fibroblasts, Gli luciferase reporter luminescence | inhibition, % at 5 µM | 340,000 compounds, 0.74% hits | AID 588413;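 active = inhibition above about 55%, limit read from the data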;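 also: 0% = DMSO-treated cells and 100% = wells with medium but no cells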
APJ antag: blocks the human apelin receptor APJ | 330,000 compounds, 0.32% hits | AID 2521 | P35414 | CHO-K1 APJ beta-arrestin complementation, luminescence | inhibition, % at 20 µM;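 active = inhibition above about 40% at 20 µM, limit read from the data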;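 also: cells challenged with 10 nM apelin-13 agonist together with compound; plate controls were apelin-13 plus DMSO wells for no effect and DMSO wells lacking apelin-13 for full effect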
697 NFkB inh: inhibitors of the PMA/ionomycin-induced NF-kB reporter in 697 B cells. 330,000 compounds, 0.33% hits. 697 B-cell NF-kB luciferase reporter, 16 h. inhibition, % at 4 µM; in the data active = inhibition above about 35%
CCR6 antag: CCR6 (human) receptor antagonism | P51684 | CHO-K1 CCR6 PathHunter beta-arrestin, luminescence, CCL20-stimulated | 340,000 compounds, 0.49% hits | inhibition, % at 20 µM;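 active = compounds whose inhibition of the agonist-driven luminescence signal at 20 µM reaches about 50%, limit read from the data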;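 also: cells stimulated with CCL20 at 14 nM final; plate controls were DMSO with CCL20 for no effect and DMSO without agonist for full effect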
Target sequence (P51684 whole entry, looked up): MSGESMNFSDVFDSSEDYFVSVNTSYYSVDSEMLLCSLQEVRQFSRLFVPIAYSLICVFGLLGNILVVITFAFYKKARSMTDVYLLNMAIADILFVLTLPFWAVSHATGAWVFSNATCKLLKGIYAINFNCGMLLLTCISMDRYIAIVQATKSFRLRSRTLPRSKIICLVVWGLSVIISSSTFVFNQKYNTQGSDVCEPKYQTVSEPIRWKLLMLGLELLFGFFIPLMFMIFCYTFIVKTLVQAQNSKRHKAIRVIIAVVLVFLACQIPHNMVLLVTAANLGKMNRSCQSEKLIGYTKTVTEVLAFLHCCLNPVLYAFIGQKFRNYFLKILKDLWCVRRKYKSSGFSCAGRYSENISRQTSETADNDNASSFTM
* hit, by the source's call. Outcome played no part in choosing rows. Share with any hit: about 3%.

`CCOC(=O)c1cnc2nc(C)nn2c1N` gave EBI2 block 7, CXCR6 inh 4, UBC13 polyUb 3, Jurkat NFkB inh -9, Gli-Sufu antag 1, APJ antag -16, 697 NFkB inh 2 and CCR6 antag -10.
`O=C(Cc1ccc(-n2c(=O)[nH]c3ccccc3c2=O)cc1)N1CCN(c2ccccc2)CC1` gave EBI2 block -2, CXCR6 inh 1, UBC13 polyUb 6, Jurkat NFkB inh 10, Gli-Sufu antag 12, APJ antag -1, 697 NFkB inh -5 and CCR6 antag 4.
Screening COc1cccc(CCNC(=O)C2CCCN(c3ncnc4c3nc3n4CCCCC3)C2)c1OC (stereo unspecified) returned EBI2 block -9, CXCR6 inh 2, UBC13 polyUb 8, Jurkat NFkB inh 6, Gli-Sufu antag 20, APJ antag 12, 697 NFkB inh 0 and CCR6 antag 14.
`O=C(OCCOCCN=C1NS(=O)(=O)c2ccccc21)c1ccncc1` gave EBI2 block -6, CXCR6 inh 4, UBC13 polyUb -3, Jurkat NFkB inh 26, Gli-Sufu antag -19, APJ antag 23, 697 NFkB inh -2 and CCR6 antag -45.
Screening Cc1ccc(Cl)cc1NC(=O)CNC(=O)N1CC(=O)Nc2ccccc21 returned EBI2 block -3, CXCR6 inh 3, UBC13 polyUb 0, Jurkat NFkB inh 6, Gli-Sufu antag -36, APJ antag -2, 697 NFkB inh 10 and CCR6 antag 16.
CCOc1ccccc1NC(=O)Nc1cnccn1 was read as EBI2 block -2, CXCR6 inh -6, UBC13 polyUb 12, Jurkat NFkB inh -8, Gli-Sufu antag -7, APJ antag 6, 697 NFkB inh 4 and CCR6 antag -7.
Screening COc1cc(OC)cc(C(=O)Nc2cccc(NC(C)=O)c2)c1 returned EBI2 block 0, CXCR6 inh -8, UBC13 polyUb 4, Jurkat NFkB inh -12, Gli-Sufu antag 2, APJ antag -8, 697 NFkB inh 2 and CCR6 antag -5.
Screening Cn1c(=O)c2c(ncn2CC(=O)OCc2ccccc2)n(C)c1=O returned EBI2 block -3, CXCR6 inh 9, UBC13 polyUb -9, Jurkat NFkB inh -13, Gli-Sufu antag 6, APJ antag -4, 697 NFkB inh -11 and CCR6 antag -11.
O=C(c1cccc(S(=O)(=O)N2CCc3ccccc32)c1)N1CCN(CCO)CC1 was read as EBI2 block 7, CXCR6 inh -5, UBC13 polyUb -5, Jurkat NFkB inh -1, Gli-Sufu antag 2, APJ antag 8, 697 NFkB inh -5 and CCR6 antag -7.
For Cc1ccc2c(Cl)cc(Cl)c(OCc3c(C)noc3C)c2n1 the results were EBI2 block 14, CXCR6 inh 14, UBC13 polyUb -2, Jurkat NFkB inh 9, Gli-Sufu antag 11, APJ antag -15, 697 NFkB inh -1 and CCR6 antag 12.
NS(=O)(=O)c1ccc(NC(=O)/C=C/c2ccco2)cc1 was read as EBI2 block 1, CXCR6 inh -3, UBC13 polyUb -10, Jurkat NFkB inh -6, Gli-Sufu antag -8, APJ antag -12, 697 NFkB inh 18 and CCR6 antag 0.
`CC(NC(=O)C(C(=O)c1cccc([N+](=O)[O-])c1)n1cc(Cl)ccc1=O)c1ccccc1` (stereo unspecified) gave EBI2 block -6, CXCR6 inh -8, UBC13 polyUb 5, Jurkat NFkB inh 12, Gli-Sufu antag 10, APJ antag -3, 697 NFkB inh -5 and CCR6 antag 5.
COCCCN1C(=O)c2ccc(C(=O)N3CCN(c4ccc(OC)cc4)CC3)cc2C1=O was read as EBI2 block -5, CXCR6 inh 0, UBC13 polyUb 6, Jurkat NFkB inh -1, Gli-Sufu antag -10, APJ antag -4, 697 NFkB inh -12 and CCR6 antag 8.
Screening CSc1sc(-c2nnc(SCC(=O)Nc3ccccc3)n2C)c2c1C=CCC2 returned EBI2 block -8, CXCR6 inh 2, UBC13 polyUb 54*, Jurkat NFkB inh -5, Gli-Sufu antag 0, APJ antag 14, 697 NFkB inh 2 and CCR6 antag 20.
COc1ccc(-c2cnn3c(N)c(S(=O)(=O)c4ccccc4)cnc23)cc1 was read as EBI2 block 23, CXCR6 inh 20, UBC13 polyUb -22, Jurkat NFkB inh -12, Gli-Sufu antag 15, APJ antag 10, 697 NFkB inh -8 and CCR6 antag 14.
For COc1ccccc1C(O)(c1ccccc1)c1ccccc1OC the results were EBI2 block 11, CXCR6 inh 8, Gli-Sufu antag -1 and CCR6 antag 18.
Screening CCOC(=O)C1=C(N)Oc2c(oc(CO)cc2=O)C1c1ccc(F)cc1 (stereo unspecified) returned EBI2 block -8, CXCR6 inh 5, UBC13 polyUb 2, Jurkat NFkB inh -11, Gli-Sufu antag -12, APJ antag 12, 697 NFkB inh 5 and CCR6 antag 10.
CC(C)[C@H](NC(=O)c1ccccc1F)C(=O)NC1CCCCCCC1 was read as EBI2 block -1, CXCR6 inh 2, UBC13 polyUb 5, Jurkat NFkB inh 3, Gli-Sufu antag -2, APJ antag 10, 697 NFkB inh 15 and CCR6 antag 12.
CCn1c(COc2ccc(=O)n(-c3ccccc3)n2)nnc1SCc1cccc(OC)c1 was read as EBI2 block 4, CXCR6 inh -7, UBC13 polyUb -15, Jurkat NFkB inh -9, Gli-Sufu antag 4, APJ antag 8, 697 NFkB inh -42 and CCR6 antag 6.
Fc1ccc(C(c2nnnn2CCc2ccccc2)N2CCCc3ccccc32)cc1 (stereo unspecified) was read as EBI2 block 27, CXCR6 inh 11, UBC13 polyUb 5, Jurkat NFkB inh -8, Gli-Sufu antag 9, APJ antag 14, 697 NFkB inh 20 and CCR6 antag 10.

3 successive entries already listed, quoted:
For COc1ccccc1C(O)(c1ccccc1)c1ccccc1OC the results were EBI2 block 11, CXCR6 inh 8, Gli-Sufu antag -1 and CCR6 antag 18.
Screening CCOC(=O)C1=C(N)Oc2c(oc(CO)cc2=O)C1c1ccc(F)cc1 (stereo unspecified) returned EBI2 block -8, CXCR6 inh 5, UBC13 polyUb 2, Jurkat NFkB inh -11, Gli-Sufu antag -12, APJ antag 12, 697 NFkB inh 5 and CCR6 antag 10.
CC(C)[C@H](NC(=O)c1ccccc1F)C(=O)NC1CCCCCCC1 was read as EBI2 block -1, CXCR6 inh 2, UBC13 polyUb 5, Jurkat NFkB inh 3, Gli-Sufu antag -2, APJ antag 10, 697 NFkB inh 15 and CCR6 antag 12.

Next section.
CCOC(=O)c1sc2nc3n(c(=O)c2c1C)CCC(C)CC3 (stereo unspecified) was read as EBI2 block 4, CXCR6 inh 6, UBC13 polyUb 1, Jurkat NFkB inh -41, Gli-Sufu antag -27, APJ antag -9, 697 NFkB inh -45 and CCR6 antag -8.
Screening Cc1noc2ncnc(N3CCN(c4ccc(F)cc4)CC3)c12 returned EBI2 block 3, CXCR6 inh -3, UBC13 polyUb 1, Jurkat NFkB inh 11, Gli-Sufu antag 15, APJ antag 4, 697 NFkB inh -2 and CCR6 antag 14.
For CC(C)c1ccc(C2N3CC4([N+](=O)[O-])CN2CC([N+](=O)[O-])(C3)C4(C)C)cc1 (stereo unspecified) the results were EBI2 block -6, CXCR6 inh 1, UBC13 polyUb 7, Jurkat NFkB inh -1, Gli-Sufu antag -8, APJ antag 3, 697 NFkB inh -14 and CCR6 antag -2.
For Cc1nn(-c2ccc(F)cc2)c2sc(C(=O)O)cc12 the results were EBI2 block -3, CXCR6 inh -5, UBC13 polyUb -4, Jurkat NFkB inh -9, Gli-Sufu antag 1, APJ antag 6, 697 NFkB inh -3 and CCR6 antag -11.
Cc1cc(=O)n2nc(N3CCCC(C(=O)NCc4ccc(Cl)cc4)C3)sc2n1 (stereo unspecified) was read as EBI2 block -3, CXCR6 inh 3, UBC13 polyUb -2, Jurkat NFkB inh 0, Gli-Sufu antag 6, APJ antag -13, 697 NFkB inh -6 and CCR6 antag 6.
COc1cc(C(=O)Nc2scc(-c3ccc(Br)cc3)c2C(=O)O)cc(OC)c1OC was read as EBI2 block 4, CXCR6 inh 10, UBC13 polyUb 2, Jurkat NFkB inh -4, Gli-Sufu antag 5, APJ antag 10, 697 NFkB inh 9 and CCR6 antag 11.
COc1ccc(/C=N/n2cnc3scc(-c4cccs4)c3c2=O)cc1OC was read as EBI2 block -10, CXCR6 inh 10, UBC13 polyUb -3, Jurkat NFkB inh -3, Gli-Sufu antag 26, APJ antag 1, 697 NFkB inh 2 and CCR6 antag 6.
Screening COC(=O)Nc1ccc2c(c1)Nc1ccccc1CC2 returned EBI2 block -6, CXCR6 inh -11, UBC13 polyUb 10, Jurkat NFkB inh 14, Gli-Sufu antag -9, APJ antag -7, 697 NFkB inh 8 and CCR6 antag -17.
Screening CCCC[N+](C)(C)CCC(=O)NC(C)(C)CS(=O)(=O)[O-] returned EBI2 block 2, CXCR6 inh -5, UBC13 polyUb 2, Jurkat NFkB inh -2, Gli-Sufu antag 3, APJ antag -9, 697 NFkB inh -10 and CCR6 antag 17.
Screening COC(=O)c1ccccc1NC(=O)C1CCN(S(C)(=O)=O)CC1 returned EBI2 block 2, CXCR6 inh -2, UBC13 polyUb -3, Jurkat NFkB inh -4, Gli-Sufu antag 4, APJ antag 14, 697 NFkB inh 2 and CCR6 antag 0.
Screening CCOC(=O)c1c(C)nc2ccc(C)cn12 returned EBI2 block 12, CXCR6 inh 3, UBC13 polyUb 5, Jurkat NFkB inh -4, Gli-Sufu antag -3, APJ antag 13, 697 NFkB inh 10 and CCR6 antag 8.
For C=CCn1c(CCc2ccccc2)nnc1SCC(=O)OC the results were EBI2 block -3, CXCR6 inh -2, UBC13 polyUb -5, Jurkat NFkB inh 4, Gli-Sufu antag 0, APJ antag 16, 697 NFkB inh -4 and CCR6 antag 9.
Screening Cc1ccc2cc(C#N)c(SCC(=O)NCc3ccco3)nc2c1 returned EBI2 block -3, CXCR6 inh 3, UBC13 polyUb -8, Jurkat NFkB inh -48, Gli-Sufu antag 1, APJ antag 8, 697 NFkB inh -45 and CCR6 antag 5.
For Cc1cc(C)cc(N(CC(=O)N2CCCC2)S(C)(=O)=O)c1 the results were EBI2 block 11, CXCR6 inh 0, UBC13 polyUb 11, Jurkat NFkB inh -1, Gli-Sufu antag -2, APJ antag 24, 697 NFkB inh 4 and CCR6 antag -5.
For COc1ccc(NC(=O)C2CCCN2S(=O)(=O)c2ccc3c(c2)CCC(=O)N3)cc1Cl (stereo unspecified) the results were EBI2 block -2, CXCR6 inh 1, UBC13 polyUb 8, Jurkat NFkB inh 5, Gli-Sufu antag 3, APJ antag -58, 697 NFkB inh 1 and CCR6 antag 7.
Screening O=C(Nc1ccccc1N1CCCC1)c1ccc(Cl)c(S(=O)(=O)N2CCOCC2)c1 returned EBI2 block -3, CXCR6 inh -2, UBC13 polyUb -1, Jurkat NFkB inh 12, Gli-Sufu antag 15, APJ antag -3, 697 NFkB inh -8 and CCR6 antag 15.
`C/C(N=Nc1nc2ccccc2s1)=N\Nc1ccccc1O` gave EBI2 block 18, CXCR6 inh 50*, UBC13 polyUb -31, Jurkat NFkB inh 1, Gli-Sufu antag 21, APJ antag 36, 697 NFkB inh 1 and CCR6 antag 65*.
`CN1CCN(C(=O)/C(=C\c2ccc3c(c2)OCO3)NC(=O)c2cccs2)CC1` gave EBI2 block 9, CXCR6 inh -2, UBC13 polyUb -6, Jurkat NFkB inh 9, Gli-Sufu antag -1, APJ antag 13, 697 NFkB inh 3 and CCR6 antag 3.
`O=C(CN1C2=NCCCN2c2ccccc21)c1ccc2c(c1)OCO2` gave EBI2 block 1, CXCR6 inh -2, UBC13 polyUb 10, Jurkat NFkB inh 2, Gli-Sufu antag 7, APJ antag 23, 697 NFkB inh -18 and CCR6 antag -4.
For CN(C1CCS(=O)(=O)C1)S(=O)(=O)c1ccc(C2CCCCC2)cc1 (stereo unspecified) the results were EBI2 block -15, CXCR6 inh -1, UBC13 polyUb 3, Jurkat NFkB inh 26, Gli-Sufu antag 5, APJ antag 19, 697 NFkB inh 13 and CCR6 antag -8.
Screening CC(c1ccccc1)N1CCn2c(nc3cc(NC(=O)c4cccs4)ccc32)C1 (stereo unspecified) returned EBI2 block 8, CXCR6 inh 0, UBC13 polyUb 2, Jurkat NFkB inh -11, Gli-Sufu antag -7, APJ antag 3, 697 NFkB inh 10 and CCR6 antag 10.
